ERG-DNA inh – qHTS for Small Molecule Inhibitors of the ERG Ets/DNA interaction; fluorescence polarization, His-ERG Ets domain / labelled DNA; AID 624246, 2012; 0.028% of 370,000 active; Potency, µM (doses to about 76.9 µM), inactives show at the highest dose FP activity, negative = inhibition, hits mostly inhibitors; active = well fitted inhibition curve with a large enough effect in the polarisation, with a control signal flat; inconclusive = small, poorly fitted or top-dose-only effect, or effect the other way, or a change in a side signal; inactive = no such curve, though single readings can be large or run the other way; the % refers to the polarisation;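 note: polarization taken with two DNA probes labelled with fluorescein and Texas red; potency is the fitted concentration of half-maximal effect; % of control where 0% means no effect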
Target sequence (P11308 whole entry, looked up, the tested form may be a part): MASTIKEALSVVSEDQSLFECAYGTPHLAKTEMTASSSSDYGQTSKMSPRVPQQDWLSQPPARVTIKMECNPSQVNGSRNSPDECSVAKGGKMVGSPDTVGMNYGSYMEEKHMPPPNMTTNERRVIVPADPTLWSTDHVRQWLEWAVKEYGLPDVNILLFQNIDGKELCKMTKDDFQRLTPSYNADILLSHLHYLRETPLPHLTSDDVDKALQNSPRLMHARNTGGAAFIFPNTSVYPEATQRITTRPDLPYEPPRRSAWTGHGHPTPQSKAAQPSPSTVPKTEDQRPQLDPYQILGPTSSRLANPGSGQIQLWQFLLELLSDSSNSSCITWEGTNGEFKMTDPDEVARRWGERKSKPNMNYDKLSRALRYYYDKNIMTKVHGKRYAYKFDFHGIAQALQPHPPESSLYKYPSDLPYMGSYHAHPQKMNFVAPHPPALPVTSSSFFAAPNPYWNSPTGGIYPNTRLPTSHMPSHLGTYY
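His-tagged ERG Ets domain (1 uM in the protein solution; 300mM KCl, 50mM Tris-HCl, 1mM EDTA, 1mM DTT, pH 7.5) received compound, then a probe mix of 5 nM fluorescein-DNA and 100nM Texas-615-DNA. Fluorescence polarization was read for both dyes.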
Pol beta inh – qHTS Assay for Inhibitors of DNA Polymerase Beta. P06746. 1.3% of 340,000 active. Potency, µM (top dose mostly 114 µM), inactives show at the top dose activity change, negative = inhibition, usual class: inhibitors. Pol beta primer extension/strand displacement, fluorescence kinetic; note: potency is the fitted concentration of half-maximal effect; % is set by controls: 0 for no effect and ±100 for the full control effect
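Pol beta (10 nM) was preincubated with compound for 15 min at room temperature. The reaction was then started with 50 nM substrate and read immediately and after a further 10 min at room temperature.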
POLH inh – qHTS for Inhibitors of Polymerase Eta; recombinant Pol eta, fluorescent DNA replication assay; 1.2% of 390,000 active; DNA polymerase eta (Homo sapiens), Q9Y253; Potency, µM (top dose mostly 114 µM), without a hit: at the highest dose activity change, negative = inhibition, hits mostly inhibitors; note: potency is the fitted concentration of half-maximal effect; % is set by controls: 0 for no effect and ±100 for the full control effect
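Pol eta at 10 nM preincubated with compounds 15 min at room temperature; reaction started with fluorescent substrate (50 nM final) and read kinetically at 0 and 10 min.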
APE1 inh – qHTS Assay for Inhibitors of the Human Apurinic/apyrimidinic Endonuclease 1 (APE1); recombinant APE1, TAMRA/BHQ-2 abasic DNA cleavage fluorescence; Potency, µM (top dose mostly 65.8 µM), inactives show at the highest dose activity change, negative = inhibition, actives largely listed as inhibitors; 0.35% of 350,000 active;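 note: potency is the fitted concentration of half-maximal effect; plate controls were vehicle for no effect and reference inhibitor for full effect; nearly all actives have a fitted effect of over 55% in size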
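Enzyme (0.75 nM final) and test compound are incubated 15 min at room temperature before adding 50 nM quenched THF abasic-site duplex. Cleavage dequenches TAMRA, followed at 525/598 nm over three reads one minute apart.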
Anesthetic bind – qHTS Assay for Identification of Novel General Anesthetics; Ferritin light chain (Equus caballus), P02791; apoferritin/1-aminoanthracene competitive binding, fluorescence; Potency, µM (titrated, usually from 77.5 µM), for the others: top-dose activity change, negative = displacement, hits mostly inhibitors; 0.074% of 350,000 active; AID 485281, 2010; note: potency is the fitted concentration of half-maximal effect; % is set by controls: 0 for no effect and ±100 for the full control effect; nearly all actives have a fitted effect of over 20% in size
Target sequence (P02791 2-175 limits assumed): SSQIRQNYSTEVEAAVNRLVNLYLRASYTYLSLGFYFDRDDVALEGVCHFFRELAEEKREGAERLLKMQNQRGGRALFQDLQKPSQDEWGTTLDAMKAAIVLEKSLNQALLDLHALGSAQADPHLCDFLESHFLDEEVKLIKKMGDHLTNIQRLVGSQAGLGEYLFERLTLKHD
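Steps: apoferritin (10 uM) was premixed with half-saturated 1-AMA in PBS, compounds were pin-transferred, plates stood 10 min at room temperature, fluorescence was read at 380/535 nm, and curves were fitted with a Hill equation.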
ALOX12 inh – Primary qHTS assay for inhibitors of human arachidonate 12S-lipoxygenase (ALOX12): Round 2. Polyunsaturated fatty acid lipoxygenase ALOX12 (Homo sapiens), P18054. purified 12hLO, xylenol orange hydroperoxide absorbance. Potency, µM (series often up to 108 µM), without a hit: at the top dose activity change, negative = inhibition, most hits filed as inhibitors. 1.1% of 580,000 active. AID 1671190, 2021; note: potency is the fitted concentration of half-maximal effect; % is set by controls: 0 for no effect and ±100 for the full control effect
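Purified human 12hLO at 150 nM in 25 mM Hepes, 0.01% Triton X-100, pH 7.0, preincubated 15 min at room temperature with compound. Reaction started with 40 uM arachidonic acid, 30 min at room temperature. Hydroperoxide measured by Fe-xylenol orange, 573/405 nm absorbance ratio.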
LDHA block – qHTS assay for inhibitors of human lactate dehydrogenase. activity change, % (values are at about 110 or 230 µM). 0.15% of 480,000 active. L-lactate dehydrogenase A chain (Homo sapiens), P00338. purified LDHA, NADH/diaphorase-resazurin fluorescence; active compounds read low. AID 1347041, 2019; in the data active = activity change below about -30%; inconclusive = mostly about -25% to -30%;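 note: plate controls were DMSO wells for no effect and wells without enzyme for full effect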
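Enzyme activity of human lactate dehydrogenase 5 (2 nM; 0.06 mM NADH, 0.2 mM pyruvate, 5 min, RT) is measured via a resazurin/diaphorase fluorescence readout of residual NADH.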
Pol kappa inh – qHTS for Inhibitors of Polymerase Kappa. purified Pol kappa, fluorescent DNA synthesis assay, 10 min. Potency, µM (titrated, usually from 107 µM), without a hit: at the highest dose activity, negative = inhibition, usual class: inhibitors. 0.53% of 400,000 active. AID 588579, 2011; note: potency is the fitted concentration of half-maximal effect; % is set by controls: 0 for no effect and ±100 for the full control effect
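Inhibition of 10 nM Pol kappa is measured by a fluorescent read-out at 0 and 10 min following addition of 50 nM substrate (final), with a 15-min room-temperature compound preincubation.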
RGS4 inhibitor – Inhibitors of Regulator of G Protein Signaling (RGS) 4: qHTS | Transcreener GDP fluorescence polarization, RGS4-accelerated GTP hydrolysis | Potency, µM (series often up to 114 µM), for the others: at the highest dose activity change, negative = inhibition, usual class: inhibitors | 0.039% of 390,000 active | AID 504845, 2011; note: potency is the fitted concentration of half-maximal effect; % is set by controls: 0 for no effect and ±100 for the full control effect; nearly all actives have a fitted effect of over 75% in size; some results filed as inactive show a strong effect at the top dose
Target sequence (P49798 whole entry, looked up): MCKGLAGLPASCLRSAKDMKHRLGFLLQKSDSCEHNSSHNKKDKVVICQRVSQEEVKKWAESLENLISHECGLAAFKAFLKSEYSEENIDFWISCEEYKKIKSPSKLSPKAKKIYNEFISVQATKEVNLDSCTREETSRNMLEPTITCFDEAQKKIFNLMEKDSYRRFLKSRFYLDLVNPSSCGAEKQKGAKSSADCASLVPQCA
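MLSMR compounds (23 nl, pin-transferred) preincubated 10 min at room temperature with a 500nM (2x) first reagent, then RGS4 at 900nM (2x) plus Transcreener GDP mix added; fluorescence polarization (620/688 nm) read before and after 90 min at 30 °C.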
Numbers without * were called inactive; u = inconclusive; x = no result given; & = joins results of further samples; [ ] = remark or other dose. Unless noted, calls come from the whole dose curve; as a rule, active = well fitted curve in the direction sought with a large enough effect; inconclusive = small, poorly fitted or top-dose-only effect, or another doubt; inactive = no such curve, though single readings can be large; an effect the other way counts as inactive or inconclusive. These rows are one share of the data; the hit share may differ from the screen's.

SMILES	ERG-DNA inh	Pol beta inh	POLH inh	APE1 inh	Anesthetic bind	ALOX12 inh	LDHA block	Pol kappa inh	RGS4 inhibitor
O=c1c2oc3ccccc3c2n(Cc2cccc(F)c2)c(=O)n1Cc1ccco1	4.8%	38.1%	6.4%	x	0.6%	-15.8%	0.5	-13.2%	0.9%
COc1ccc(NC(=O)c2sc3nc4c(cc3c2N)CCCCCC4)cc1OC	-3.2%	u	-22.8%	x	114.4%[activator]	-26.9%	-10.5	-0.2%	-11.4%
CCOC(=O)c1nnn(CC(=O)NC(=O)Nc2ccccc2)c1C(=O)OCC	-8.9%	22.8%	-1.3%	-2.8%	-13.9%	-18.1%	0.2	4.9%	31.5%
CCn1c(=O)c([N+](=O)[O-])c(NCCc2ccccc2)c2ccccc21	9.6%	6.5%	-19.6%	7.4%	-9.1%	x	0.4	-1.2%	-43.7%
COc1ccc(NC(=O)c2cc3c(-c4ccc(OC)c(OC)c4)nn(C)c3s2)cc1OC	u	28.2µM*	u	u	204.5%[activator]	-28.7%	-3.4	u	u
CCOC(=O)CSc1nc(-c2ccccc2)nc2ccc(F)cc12	-0.7%	4.1%	-10.2%	-9.8%	-11.9%	1.1%	-0.4	-24.9%	5.4%
CSCC(=O)N1CCC(n2nccc2NC(=O)c2ccc3c(c2)OCO3)CC1	-12.0%	10.9%	-18.6%	22.6%	4.1%	3.2%	-14.7	79.4µM*	4.5%
C=CCSc1nnc2c(n1)-c1cccc3cccc-2c13	-9.0%	x	-4.0%	x	x	7.9%	-3.5	-7.7%	7.2%
CCn1c(SC(=O)NC2CCCCC2)nnc1-c1cccs1	-8.7%	4.4%	-3.6%	-2.7%	-5.2%	u	-1.2	-4.5%	-17.8%
CC(=O)CCc1c(C)c2cc(C)ccc2[nH]c1=O	7.8%	-16.6%	-13.4%	-0.8%	-19.5%	0.0%	1.8	-9.1%	-7.8%
O=C(CCSCCC(=O)NCc1cccs1)NCc1cccs1	-13.7%	u	u	-1.8%	-12.6%	0.5%	-8.0	-4.2%	10.9%
Cc1noc(C)c1NC(=O)Nc1cccc2c1O[C@H](CN(C)S(=O)(=O)c1ccccc1)[C@@H](C)CN([C@H](C)CO)C2=O	-6.1%	x	-11.2%	10.0%	x	13.1%	-0.4	-2.0%	-11.8%
CCC(C)[C@H]1CNCCN1CCCc1cc(OC)c(OC)c(OC)c1 (some centres undefined)	10.4%	x	-8.4%	-7.3%	x	u	-3.8	-13.9%	-10.6%
COc1ccccc1N1CCN(c2cc(C)nc3nncn23)CC1	2.4%	-2.8%	-17.5%	x	-0.3%	-1.0%	-1.9	-4.6%	-5.8%
O=C(Nc1ccc(F)cc1F)N1CCN(c2ccc(Cl)c(Cl)c2)CC1	10.5%	-1.1%	-17.4%	x	-4.4%	-24.6%	-3.1	1.8%	-10.6%
Cc1ccc(C(=O)Nc2ccc3oc(-c4ccc(C(C)(C)C)cc4)nc3c2)cc1	-1.1%	5.9%	-2.0%	x	1.4%	-11.1%	-4.6	-0.9%	9.2%
CC1C(=O)Nc2ccc(S(=O)(=O)NCc3ccc(Cl)cc3)cc2NC1=O (centres undefined)	32.4%[activator]	u	9.4%	67.9%[activator]	-13.5%	-13.8%	-10.3	-13.9%	10.5%
CC1(C)ON(C2CCCCC2)[C@H]2c3nc4ccccc4n3C[C@H]21	1.1%	3.9%	-24.6%	-4.4%	-0.5%	-2.3%	-5.8	4.9%	3.9%
CCOC(=O)CC(NC(C)=O)c1ccc([N+](=O)[O-])cc1 (centres undefined)	0.4%	0.7%	-0.6%	2.0%	1.5%	13.1%	-8.3	-0.2%	15.1%
CN(CC(=O)Nc1ccc(F)c(F)c1F)C(=O)CCCc1nc2ccccc2c(=O)[nH]1	-8.9%	x	1.1%	5.7%	x	191.1%[activator]	-9.1	-5.3%	26.5%
Cc1nc(CC(=O)N/N=C/c2ccc(OCC(=O)O)cc2)cs1	9.8%	4.0%	-32.1%	-6.0%	10.6%	-3.9%	-1.0	8.7%	-32.9%[56.9 µM]
CCN(CC)C(=O)C(Sc1ccccc1)c1ccccc1 (centres undefined)	5.7%	7.3%	1.2%	-0.4%	-12.9%	-15.7%	-0.5	-16.8%	18.4%
Cc1ccccc1CN1CCN(C(C)C(=O)NCc2ccccc2)CC1 (centres undefined)	11.9%	21.8%	-4.0%	3.3%	-9.5%	-6.4%	-1.0	-13.0%	0.9%
Cc1cccc(C)c1NC(=O)/C(C#N)=C/c1ccsc1	-5.8%	-5.5%	-20.7%	3.9%	-7.5%	-27.0%	2.2	-7.0%	-6.4%
COC(=O)c1ccc2c(=O)[nH]c(CSc3nc(C)cs3)nc2c1	7.8%	-16.7%	-6.7%	-3.0%	-19.7%	-2.0%	0.4	-1.8%	-18.5%

Entries of single compounds as entered above. Values in the order: ERG-DNA inh	Pol beta inh	POLH inh	APE1 inh	Anesthetic bind	ALOX12 inh	LDHA block	Pol kappa inh	RGS4 inhibitor
CCOC(=O)CSc1nc(-c2ccccc2)nc2ccc(F)cc12 as listed: -0.7%	4.1%	-10.2%	-9.8%	-11.9%	1.1%	-0.4	-24.9%	5.4%
Cc1nc(CC(=O)N/N=C/c2ccc(OCC(=O)O)cc2)cs1 as listed: 9.8%	4.0%	-32.1%	-6.0%	10.6%	-3.9%	-1.0	8.7%	-32.9%[56.9 µM]

An excerpt from above, limited to Anesthetic bind and Pol beta inh:
compound | Anesthetic bind | Pol beta inh
Cc1ccc(C(=O)Nc2ccc3oc(-c4ccc(C(C)(C)C)cc4)nc3c2)cc1 | 1.4% | 5.9%
CC1C(=O)Nc2ccc(S(=O)(=O)NCc3ccc(Cl)cc3)cc2NC1=O (centres undefined) | -13.5% | u
CC1(C)ON(C2CCCCC2)[C@H]2c3nc4ccccc4n3C[C@H]21 | -0.5% | 3.9%
CCOC(=O)CC(NC(C)=O)c1ccc([N+](=O)[O-])cc1 (centres undefined) | 1.5% | 0.7%

New compounds follow
SMILES	ERG-DNA inh	Pol beta inh	POLH inh	APE1 inh	Anesthetic bind	ALOX12 inh	LDHA block	Pol kappa inh	RGS4 inhibitor
CC(C)(C)OC(=O)NC(Cc1ccccc1)C(=O)NC(CSC1CCCCO1)C(=O)NN (centres undefined)	-1.1%	3.1%	-19.6%	-7.4%	u	17.0%	-4.5	-22.9%	19.8%
CCOC(=O)c1cc(C(=O)Nc2sc3c(c2C#N)CCCC3)nn1C	-0.6%	19.1%	-20.2%	52.8%[activator]	-5.0%	u	-3.7	-0.1%	u
CC12CCC(O)CC1=CCC1C2CCC2(C)C1CCC21CCC(=O)O1 (centres undefined)	-3.4%	5.6%	-5.5%	u	-1.8%	-3.0%	-4.3	-7.2%	-11.6%
O=C(OCC(=O)N1CCN(C(=O)c2ccco2)CC1)c1ccccc1OCc1ccc(Cl)cc1	3.8%	17.2%	2.4%	u	-8.2%	-6.1%	-7.5	-2.3%	11.3%
COC(=O)/C=c1\[nH]c2nnc(C)n2c1=O	-4.6%	1.5%	-9.1%	0.2%	-1.8%	0.0%	8.9	11.7%	-4.6%
Cc1nnc(Sc2nc3c(c(=O)[nH]c(=O)n3C)n2Cc2ccccc2)s1	-3.4%	u	-10.2%	6.1%	1.6%	-0.7%	-7.6	-4.7%	19.6%
O=C(c1ccc(S(=O)(=O)N2CCCCC2)cc1)N1CCN=C1SCc1cccnc1	-3.9%	25.2%	-17.4%	-1.3%	-14.7%	9.6%	-3.8	4.6%	4.7%
O=C(O)CCC(=O)NNC(=O)COc1cccc(Cl)c1	-3.6%	3.8%	-2.1%	-1.3%	-1.3%	u	-11.8	2.1%	2.7%
CC(C)(C)OC(=O)C(C)(C)O/N=C(\C(=O)O)c1csc(N)n1	-3.7%	22.2%	-20.9%	-0.2%	-1.1%	u	-7.5	-4.0%	-3.7%
Cc1cccc(-n2nnnc2SCC(=O)NCC2CCCO2)c1 (centres undefined)	-2.5%	-0.1%	0.9%	-0.4%	-4.3%	0.0%	0.3	-4.5%	29.7%[56.9 µM]
Cn1c(N)c(C(=O)COC(=O)C2CC(=O)N(Cc3ccccc3)C2)c(=O)n(C)c1=O (centres undefined)	-11.6%	1.3%	-18.5%	-1.2%	-2.8%	34.7%[activator]	-4.3	5.8%	-9.0%
CC1CCCN(C(=O)c2nn(C)c3c2CSc2ccccc2-3)C1 (centres undefined)	-14.2%	6.1%	-5.1%	-4.6%	u	u	0.6	-10.8%	-19.1%
COc1ccc(NS(=O)(=O)c2cccc(C(=O)NNC(=O)CNC(=O)c3ccccc3F)c2)cc1	5.4%	x	-10.2%	28.8%	x	-15.5%	-2.4	-0.7%	0.7%
CCOc1ccc(CCNC(=O)c2ccc(CS(=O)Cc3cccc(Cl)c3)o2)cc1 (centres undefined)	-11.9%&0.9%	14.9%&1.1%	-22.5%&-6.7%	23.0%	-12.8%&3.8%	0.6%&-2.3%	-1.2&4.8	-0.2%&-9.1%	-7.1%[11.4 µM]

High-throughput results: PubChem, National Center for Advancing Translational Sciences (NCATS)
